LMP1 NFkB inh: reduces LMP1-driven NF-kappaB luciferase signal; LMP1-induced NF-kappaB luciferase reporter cells, luminescence; inhibition, % at 12.5 µM; 350,000 compounds, 0.69% hits; AID 504558; in the data active = inhibition above about 41%; inconclusive = no clear call, values can overlap the other calls;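 also: 0% = neutral control wells and 100% = reference inhibitor control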
NCOA3 inh: inhibits human SRC3 coactivator | HEK293 GAL4-SRC3 luciferase reporter, luminescence | inhibition, % at 3.6 µM | 360,000 compounds, 0.17% hits | AID 588352;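 active = inhibition above a per-campaign cutoff, the mean of all compounds plus 3 SD, cut at about 60% in these data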;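 also: 0% = DMSO-treated cells and 100% = gossypol-treated cells at 36 µM; higher means less SRC3-driven luciferase light from the GAL4 reporter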
COUP-TFII inh: NR2F2 (human) inhibition, primary screen; HEK293T NGFI-A luciferase reporter, luminescence; 370,000 compounds, 0.7% hits; AID 686940; P24468; inhibition, % at 8.6 µM;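 active = inhibition above a per-plate cutoff, mean inhibition of test wells between control levels plus 3 SD, cut at about 38% in these data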;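 also: cells cotransfected with COUP-TFII expression vector driving the NGFI-A reporter; 0% = median of COUP-TF2 test wells and 100% = reporter-only cells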
Target sequence (P24468 whole entry, looked up): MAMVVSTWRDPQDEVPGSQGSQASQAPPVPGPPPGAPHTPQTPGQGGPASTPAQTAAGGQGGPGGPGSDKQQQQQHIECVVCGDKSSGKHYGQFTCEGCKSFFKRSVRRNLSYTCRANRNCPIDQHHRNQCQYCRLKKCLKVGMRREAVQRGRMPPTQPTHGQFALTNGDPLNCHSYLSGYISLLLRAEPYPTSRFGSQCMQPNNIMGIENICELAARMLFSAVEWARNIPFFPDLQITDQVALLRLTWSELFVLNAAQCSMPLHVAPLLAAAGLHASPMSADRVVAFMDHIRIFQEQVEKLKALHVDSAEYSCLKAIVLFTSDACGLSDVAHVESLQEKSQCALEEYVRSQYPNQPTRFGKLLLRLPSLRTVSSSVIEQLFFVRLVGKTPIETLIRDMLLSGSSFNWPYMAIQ
LRH-1 inv ag: NR5A2 inverse agonism in reporter assay; O00482; HEK293T StAR-luciferase reporter, LRH-1 transfected, 24 h; inhibition, % at 3.6 µM; 360,000 compounds, 0.13% hits; AID 602396;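 active = inhibition above the mean inhibition of all tested compounds plus 3 SD, cut at about 73% in these data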;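 also: 0% = DMSO wells and 100% = reporter-only cells lacking LRH-1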
Target sequence (O00482 whole entry, looked up): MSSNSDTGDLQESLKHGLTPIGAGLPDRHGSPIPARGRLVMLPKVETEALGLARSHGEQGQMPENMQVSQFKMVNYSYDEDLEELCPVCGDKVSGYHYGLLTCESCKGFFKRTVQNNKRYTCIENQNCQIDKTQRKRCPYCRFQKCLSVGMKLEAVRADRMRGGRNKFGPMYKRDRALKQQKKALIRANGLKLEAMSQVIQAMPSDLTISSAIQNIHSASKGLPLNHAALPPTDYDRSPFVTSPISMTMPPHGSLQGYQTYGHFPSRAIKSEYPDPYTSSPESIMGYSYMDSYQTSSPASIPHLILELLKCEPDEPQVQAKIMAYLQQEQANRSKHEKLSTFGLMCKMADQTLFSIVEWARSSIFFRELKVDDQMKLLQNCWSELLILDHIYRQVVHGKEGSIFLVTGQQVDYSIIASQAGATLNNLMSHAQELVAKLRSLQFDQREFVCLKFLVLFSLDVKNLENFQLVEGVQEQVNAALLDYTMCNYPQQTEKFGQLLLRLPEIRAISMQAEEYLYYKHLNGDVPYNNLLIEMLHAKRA
Vif inh: HIV Vif inhibition | HEK293T cells, Vif self-association by quenched fluorescence, imaging, 24 h | inhibition, % at 7.49 µM | 340,000 compounds, 0.35% hits | AID 602346; in the data active = inhibition above about 50%, passing the limit was not always enough; inconclusive = no clear call, values can overlap the other calls; inactive = below about 31%; also: some results filed as inactive read as strong as hits
TROY NFkB inh: TROY signaling inhibition. Q293 LMP1-TROYcd NF-kB luciferase reporter, 4 h. inhibition, % at 10 µM. 360,000 compounds, 0.98% hits. AID 1347056;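 active = compounds whose plate-normalised and pattern-corrected inhibition of the luciferase reporter signal at the single screening dose is 50% or more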
C8 TRAIL sens: caspase-8 TRAIL sensitization. NB7+C8 cells + TRAIL, ATPlite viability luminescence. inhibition (viability loss, TRAIL sensitization), % at 10 µM. 360,000 compounds, 1% hits. AID 624354;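 active = compounds causing at least 50% loss of cell viability in the single-dose screen, relative to plate controls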
SRC1 inh: inhibitors of human steroid receptor coactivator 1 (SRC1). Q15788. AID 588354. 360,000 compounds, 0.12% hits. HEK293 GAL4-SRC1 luciferase reporter, luminescence. inhibition, % at 3.6 µM;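 active = inhibition above the campaign mean plus 3 SD, with each screening campaign given its own cutoff, cut at about 60% in these data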;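 also: 0% = DMSO treated cells and 100% = gossypol at 36 µM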
TLR9-MyD88 block: TLR9-MyD88 interaction inhibition | Q9NR96+Q99836 | CHO BLA complementation TLR9-MyD88, CCF4 FRET ratio | inhibition, % at 4.98 µM | 340,000 compounds, 0.21% hits | AID 504734;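 active = inhibition above the mean over all tested compounds plus 3 SD, cut at about 21% in these data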;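 also: 0% = DMSO only wells and 100% = clavulanate BLA inhibitor control wells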
NCOA2 inhibitor: inhibits human steroid receptor coactivator 2 | 370,000 compounds, 0.17% hits | Q15596 | HEK293 GAL4-SRC2 luciferase reporter, luminescence | inhibition, % at 9 µM;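 active = inhibition above the mean inhibition of all tested compounds plus 3 SD, set per campaign, cut at about 52% in these data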;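 also: 0% = DMSO treated cells and 100% = cells given Gossypol at 36 µM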
NOD2 RIPK2 PPI: NOD2-RIPK2 protein interaction inhibition. O43353. CHO BLA complementation NOD2-RIPK2, CCF4 ratio. inhibition, % at 4.98 µM. 360,000 compounds, 0.38% hits. AID 624267; in the data active = inhibition above about 21%;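 also: 0% = vehicle only and 100% = reference blocker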
* hit, by the source's call; u = inconclusive; x = not tested or not shown. This is a subset; count on the stated rates, not on these rows.

SMILES	LMP1 NFkB inh	NCOA3 inh	COUP-TFII inh	LRH-1 inv ag	Vif inh	TROY NFkB inh	C8 TRAIL sens	SRC1 inh	TLR9-MyD88 block	NCOA2 inhibitor	NOD2 RIPK2 PPI
CC(C)(C)c1cc(CNC2CS(=O)(=O)C[C@@H]2O)cc(C(C)(C)C)c1O (stereo partly drawn)	-7	18	-8	-11	7	-6	-5	-9	-5	1	-1
O=C(OCc1nc2ccccc2s1)c1ccc(Br)s1	-7	-16	-16	-14	8	6	-6	-1	7	-26	-5
COCCn1c(=O)[nH]c2cc(C(=O)NCCCN3CCN(c4ccc(F)cc4)CC3)ccc2c1=O	1	3	24	19	1	-17	-5	10	1	12	8
Cc1ccc(C)c(OCc2nnc(N)s2)c1	-11	13	-19	9	7	-25	-5	21	2	-40	-4
CC1(C)CC(NC(=O)c2cccc(S(=O)(=O)N(Cc3ccccc3)c3ccccc3)c2)CC(C)(C)N1	-8	19	-5	11	-15	14	21	-20	4	11	-1
CC[C@]12C(=O)N(C)C[C@H]([C@@H]3C(=O)N(C)C(=O)[C@@H]31)N2C(=O)c1ccc(Cl)c(Cl)c1	3	0	x	15	6	-15	12	11	-6	x	14
Cc1sc2ncnc(N3CCC(C(=O)N(C)CC(=O)Nc4ccccc4Cl)CC3)c2c1C	12	27	35	1	-6	25	4	20	5	25	-17
Nc1ccc(N=Nc2ccccc2)cc1[N+](=O)[O-]	-39	-46	-32	-55	10	-81	-8	-91	2	-25	1
C(=N\n1cnnc1)/c1ccc2c(c1)OCCO2	-7	-5	3	-1	3	-10	10	7	1	-15	-2
CCCCNC(=O)C(NC(=O)c1ccc(C)cc1)C(=O)c1ccccc1 (stereo not drawn)	x	x	-3	-12	x	x	-6	x	x	8	8
CCC(C(=O)Nc1cccnc1)c1ccccc1 (stereo not drawn)	-1	4	9	-11	0	8	3	-18	0	-5	9
Cc1nc(-c2ccc(S(=O)(=O)Nc3cccc(S(N)(=O)=O)c3)s2)cs1	-3	7	-12	0	x	9	-14	4	x	-17	-6
COc1ccc(Cc2noc(-c3ccc(OC)c(OC)c3)n2)cc1OC	-3	-4	12	-9	-5	-7	1	6	-3	-4	-12
C[C@H](CO)N1C[C@H](C)[C@H](CN(C)Cc2ccncc2)OCc2ccccc2-c2c(n(C)c3ccccc23)C1=O	-4	1	-4	5	-5	6	0	-10	-6	-14	-4
O=C(CN(c1ccccc1)S(=O)(=O)c1ccc(F)cc1)NC1CCS(=O)(=O)C1 (stereo not drawn)	-3	-1	4	8	-2	-2	-2	-24	-5	-6	-12
CCCC(=O)Nc1ccc(C(=O)N/N=C/c2ccc[nH]2)cc1	-16	-6	-3	10	-2	-4	94*	11	7	0	-6
CSc1ccc(OC2(C)CCN(Cc3ccc(-c4ccccn4)cc3)C2)cc1 (stereo not drawn)	x	-11	5	-3	-7	23	13	1	x	-7	9
Cc1cc(C(=O)Cn2ncc(Cl)c(Cl)c2=O)c(C)n1CC(F)(F)F	-45	-45	-18	-26	u	64*	-3	-53	16	-74	12
CC(C)(C)NC(=O)Cn1c(SCC(=O)NCc2cccs2)nc2ccccc21	4	4	4	10	x	-6	2	3	2	11	8
COc1ccc(CCNC(=O)C2CC(c3cc(C(F)(F)F)cc(C(F)(F)F)c3)=NO2)cc1 (stereo not drawn)	7	9	-17	1	x	7	7	2	-6	-7	-9
Cc1occc1C(=O)Nc1cc(C(C)(C)C)on1	-49	-71	-56	-125	0	-44	14	-98	6	-27	4
COC(=O)c1cc(C(=O)OCC(=O)N2CCCCC2)cc([N+](=O)[O-])c1	-4	-3	0	11	-2	-1	-5	-5	-9	-22	-7
O=C(c1cnsn1)N1CCN(c2ccccc2)CC1	0	-11	15	-15	-2	3	-5	1	10	-12	4
CN1CCC(C2(O)c3ccccc3CSc3sccc32)CC1 (stereo not drawn)	8	10	-17	16	2	14	-2	-2	3	-5	-7
CC1CCCC(C)N1C(=O)CSCc1ccc(Cl)cc1 (stereo not drawn)	-5	-6	-1	-1	0	-23	-13	-10	0	-14	-6

(more compounds)
SMILES	LMP1 NFkB inh	NCOA3 inh	COUP-TFII inh	LRH-1 inv ag	Vif inh	TROY NFkB inh	C8 TRAIL sens	SRC1 inh	TLR9-MyD88 block	NCOA2 inhibitor	NOD2 RIPK2 PPI
CC1(C)CC(=O)C=C(N2CCNCC2)C1	3	10	9	2	0	1	8	12	2	-21	1
O=C(c1cnc2sccn2c1=O)N1CCN(c2ccccc2Cl)CC1	-9	13	4	-9	-7	-35	10	-12	-7	-6	5
COCCCNC(=S)N1CCN(C(=O)c2ccco2)CC1	5	10	-9	-11	-4	0	-3	13	-2	0	0
CCCN(CCC)Cc1c(C(=O)N/N=C/c2ccsc2)nnn1-c1nonc1N	1	-6	0	-18	1	-3	6	17	-1	20	2
COc1ccc(OC)c(S(=O)(=O)Nc2ccc(Oc3ccccc3)cc2)c1	12	8	30	17	-22	42	3	2	-7	19	5
CSCCOC(=O)c1[nH]c2c(c1C)C(=O)CC(c1ccco1)C2 (stereo not drawn)	11	-24	-22	10	12	7	6	2	5	8	1
O=C1OC[C@@H]2CCCN2C(=O)[C@@H](CC(=O)N(CCO)Cc2ccccc2)C/C=C\CC[C@H]1Cc1ccc(F)cc1	9	7	7	3	7	-8	-6	3	1	6	-3
O=C1S/C(=C\c2ccc(O)c([N+](=O)[O-])c2)C(=O)N1Cc1cccc([N+](=O)[O-])c1	4	-2	1	12	-4	59*	2	2	x	-12	-13
C=CCn1c(N(C)C)nc2c1c(=O)[nH]c(=O)n2C	0	-6	-10	15	8	1	3	15	6	-3	-19
Cc1nc(N2CCC(C)CC2)c2nnn(Cc3ccccc3)c2n1	-3	3	-8	-2	-13	6	15	7	-14	11	-11
CCn1c2ccccc2c2cc(NC(=O)C3CCN(S(=O)(=O)c4cccs4)CC3)ccc21	-64	13	4	-1	x	0	7	17	3	-6	-11
CNc1nnc(-c2ccc(N(C)C)cc2)s1	23	-81	-28	-131	8	16	73*	-118	-3	-22	-14
CCCCn1c2c(c(=O)n(C)c1=O)C(c1ccc(OC)cc1)N1CCCCCC1=N2 (stereo not drawn)	-9	-1	4	-6	20	7	-8	-6	-7	0	5
Cc1ccc(-c2nnn(CC(=O)N(CCO)C(C(=O)NC3CCCCC3)c3ccncc3)n2)o1 (stereo not drawn)	-3	14	-5	2	0	-2	1	-44	x	-19	5
O=C(Nc1cccc2ccccc12)c1ccccc1Cl	11	2	2	-17	4	-22	-6	11	7	-19	4
CCOC(=O)c1cc(-c2ccc(OC)cc2F)nc2c1c(C)nn2CCC#N	7	-2	-12	9	-1	-6	4	1	-1	5	0
O=C(NCCO)c1cccc(-c2cccc3nccn23)c1	x	3	-16	10	-2	-8	-6	-4	x	6	-10
O=C(c1cc(-c2cccs2)on1)N1CCN(c2ccc(F)cc2)CC1	-6	-4	6	-25	0	-17	5	-7	2	-15	5
Cc1ccc(SC(c2ccc(C)cc2)C(Cn2cncn2)C(=O)c2ccccc2)cc1 (stereo not drawn)	0	30	4	1	0	5	-5	9	4	-18	-11
CCOC(=O)c1c(C)[nH]c(C)c1S(=O)(=O)N1CCN(c2cccc(C)c2)C(C)C1 (stereo not drawn)	2	6	9	14	-4	7	-13	-3	-5	-42	-10
Cc1ccnc(N2CCCC(C(=O)NC3CC3)C2)n1 (stereo not drawn)	0	9	5	15	-10	2	-7	3	-2	-10	-2
CCOC(=O)/C(C(C)=O)=C1\OC(=O)c2ccccc21	-10	21	0	14	-2	-3	-8	5	-2	8	-6
O=C(Nc1ccc(F)cc1)C(c1ccccc1)N1CCN(c2cccc(C(F)(F)F)n2)CC1 (stereo not drawn)	x	x	16	11	x	x	6	x	x	6	-4
Cc1ccc(S(=O)(=O)N2CCN(C(=O)CSc3ncn[nH]3)CC2)cc1	2	10	4	9	6	-27	3	-8	0	5	-4
O=C1CC(N2CCCCCC2)C(=O)N1c1ccc2c(c1)OCO2 (stereo not drawn)	-14	16	6	-7	-1	-7	-7	0	4	3	-4

Carrying on.
SMILES	LMP1 NFkB inh	NCOA3 inh	COUP-TFII inh	LRH-1 inv ag	Vif inh	TROY NFkB inh	C8 TRAIL sens	SRC1 inh	TLR9-MyD88 block	NCOA2 inhibitor	NOD2 RIPK2 PPI
CC1CN(C(=O)[C@@H]2CCCN2S(=O)(=O)c2ccc(Cl)cc2)CC(C)O1 (stereo partly drawn)	-3	-11	1	-14	-1	-9	8	-9	-10	-29	5
CSc1nc(Oc2ccc(F)cc2)c2ccccc2n1	-3	13	-5	10	9	-1	3	0	-6	-3	3
COc1ccc(C(=O)Nc2nc(C)c(C(=O)N(C)C)s2)cc1OC	-5	-21	-36	-23	-10	-36	16	-78	7	-45	2
Cc1ccc(NC(=O)Cc2nc(CSc3nnc(-c4ccc5c(c4)OCO5)o3)cs2)cc1	-21	-47	-6	-57	-4	0	28	-55	-1	-45	-8
O=C(CC(c1ccccc1)c1ccccc1)Nc1ccc(O)cc1	7	1	-6	3	-5	-1	2	5	-10	-14	1
COc1ccc2c(c1)OC/C(=C/c1cccs1)C2=O	-29	-44	-41	-108	1	-48	41	-175	-5	-23	2
N#Cc1ccccc1S(=O)(=O)NC(=O)[C@H]1O[C@@H](n2cnc3c(N)ncnc32)[C@H](O)[C@@H]1O	x	0	6	-10	0	3	-6	-3	x	-25	-14
CCOC(=O)C1(CC2CCCCO2)CCN(C(=O)Nc2ccc(C(=O)OC)cc2)CC1 (stereo not drawn)	4	11	14	-6	11	12	19	10	-6	27	4
COC(=O)Nc1ccc(S(=O)(=O)NNC(=O)c2c(O)c3ccccc3[nH]c2=O)cc1	x	8	16	2	-7	20	1	3	1	-10	2
CC(C)N1C(=O)CCC1C(=O)NCc1cccs1 (stereo not drawn)	0	10	3	10	0	-11	-5	1	3	20	-14
O=C(Nc1nc(-c2ccccc2)cs1)c1ccco1	-32	-66	-68	-128	-4	-63	5	-44	-2	-71	2
CCOC(=O)c1cnn(-c2sc(C(=O)OCC)c(C)c2C(=O)OCC)c1N	3	6	-3	-35	x	1	5	2	-10	26	10
CCCCNc1ccc(C(=O)Nc2cccc(C)n2)cc1[N+](=O)[O-]	-29	9	-29	16	x	-32	24	-19	0	-42	2
O=C(c1ccc(F)cc1)N1CCN(Cc2ccccc2)CC1	-4	-8	10	-10	-3	-2	-9	2	3	-5	5
CNS(=O)(=O)c1cccc(C(=O)OCC(=O)c2cc(C)n(-c3ccc4c(c3)OCO4)c2C)c1	-5	-1	-1	19	-9	-16	22	-14	-5	-7	-1
CCC(=O)Nc1cccc(Oc2nc(C)cc(C)c2C#N)c1	-5	12	15	1	15	-6	7	-3	5	8	0
CCCOC(=O)c1ccc(Oc2cn[nH]c2-c2ccc(OCC(=O)NN)cc2O)cc1	6	0	11	-2	-8	24	-1	-37	-9	0	-11

As a working copy, some entries already given:
SMILES	LMP1 NFkB inh	NCOA3 inh	COUP-TFII inh	LRH-1 inv ag	Vif inh	TROY NFkB inh	C8 TRAIL sens	SRC1 inh	TLR9-MyD88 block	NCOA2 inhibitor	NOD2 RIPK2 PPI
CC1CN(C(=O)[C@@H]2CCCN2S(=O)(=O)c2ccc(Cl)cc2)CC(C)O1 (stereo partly drawn)	-3	-11	1	-14	-1	-9	8	-9	-10	-29	5
CSc1nc(Oc2ccc(F)cc2)c2ccccc2n1	-3	13	-5	10	9	-1	3	0	-6	-3	3
